Source: PubChem BioAssay
ST2 IL33 inh: blocks human ST2 binding to IL-33. Q01638. AlphaLISA ST2-Fc/biotin-IL-33 interaction, 1 h. inhibition, % for hits at 17 µM. 78,000 tested, 2.3% active. AID 1259354; in the data active = inhibition above about 30%; inconclusive = mostly about 10% to 28%
Target sequence (Q01638 whole entry, looked up): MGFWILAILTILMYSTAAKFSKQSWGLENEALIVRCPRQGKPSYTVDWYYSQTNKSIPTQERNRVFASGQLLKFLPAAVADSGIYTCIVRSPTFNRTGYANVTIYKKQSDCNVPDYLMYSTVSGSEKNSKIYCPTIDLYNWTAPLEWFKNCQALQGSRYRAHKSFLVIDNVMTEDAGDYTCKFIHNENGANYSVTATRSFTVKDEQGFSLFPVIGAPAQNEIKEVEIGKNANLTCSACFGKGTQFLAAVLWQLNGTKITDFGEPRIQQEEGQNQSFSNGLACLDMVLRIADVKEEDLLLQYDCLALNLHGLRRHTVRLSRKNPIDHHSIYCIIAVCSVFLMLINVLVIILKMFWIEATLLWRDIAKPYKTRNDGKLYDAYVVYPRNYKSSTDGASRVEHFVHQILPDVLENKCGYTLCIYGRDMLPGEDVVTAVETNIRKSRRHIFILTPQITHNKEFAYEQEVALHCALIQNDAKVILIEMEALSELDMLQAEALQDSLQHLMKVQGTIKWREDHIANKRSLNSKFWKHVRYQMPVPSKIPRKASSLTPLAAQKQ
An asterisk follows results filed as active; i = inactive; ? = inconclusive. Not all compounds are listed; rates above refer to the full screens.

Compound	ST2 IL33 inh
O=C(Nc1ccccc1C(F)(F)F)C1COc2ccccc2O1 (centres undefined)	i
Cc1ccc(Oc2c(F)c(F)nc(N3CCOCC3)c2F)cc1	i
CN(C)c1ccc(/C=C/c2c([N+](=O)[O-])c(=O)n(C)c(=O)n2C)cc1	i
COc1ccc(C(=O)N2CCN=C2c2ccccc2)cc1	i
CN1C=C(c2ccc3ccccc3n2)C(C#N)c2ccccc21 (centres undefined)	?
CCc1ccc(CN(C)C2CCN(C)CC2)cc1	i
CC1=C(C(=O)Nc2ccccc2)C(c2ccccc2)n2c(s/c(=C\c3cccs3)c2=O)=N1 (centres undefined)	?
CCOc1cc(C(=O)Nc2ccc3sc(C)nc3c2)cc(OCC)c1OCC	i
O=C(O)c1cccc(NC(=O)c2ccc(Cl)cc2)c1	i
O=S(=O)(c1cccs1)N1CCCC(C(F)(F)F)C1 (centres undefined)	?
Cc1sc2c(c1C)c(=O)n(-c1ccccc1)c1nnc(SCC(N)=O)n21	i
O=C(NCC1CCCO1)N1c2ccccc2Sc2ccccc21 (centres undefined)	?

The list continues.
Compound	ST2 IL33 inh
Cc1nn(-c2cccc(Cl)c2)c2c1C(c1cccc([N+](=O)[O-])c1)C(C#N)=C(N)O2 (centres undefined)	45.0%*
O=C(c1cc2ccc(Br)cc2oc1=O)N1CCSC1c1cccc([N+](=O)[O-])c1 (centres undefined)	?
CCn1cc(C(=O)N2CCCCC2)c(=O)c2cc(S(=O)(=O)N3CCc4ccccc4C3)ccc21	i
N#Cc1ccccc1Cn1c(=O)n(CCCC(=O)NCc2ccco2)c(=O)c2sccc21	?
CCc1cccc(-n2c(-c3ccco3)nc3c(cnn3-c3ccc(F)cc3)c2=O)c1	i
Cc1nnc(SCc2cccc(Oc3ccccc3)c2)[nH]c1=O	i
O=C(NCCN1CCCCC1)C1CC(=O)N(C2CCCCCCC2)C1 (centres undefined)	i
O=C1Nc2ccc(Br)cc2C1=Nc1nn[nH]n1	i
Cc1cc(N2CCOCC2)nc2ccc(NC(=O)CCC(=O)N(C)C3CCCCC3)cc12	i
O=C(CC1Sc2ccccc2NC1=O)Nc1ccc2c(c1)OCO2 (centres undefined)	i
CN1C(=O)C(O)(CC(=O)c2cccs2)c2cc(Br)ccc21 (centres undefined)	i
CC(C)Cn1c(=O)n(CCCn2cccn2)c2cc(C(=O)O)cnc21	i

(cont.)
Compound	ST2 IL33 inh
CSCCCN(C)Cc1cccc2ncccc12	i
Cc1cccc(NC(=O)c2ccccc2[N+](=O)[O-])c1C	i
O=C(CCN1C(=O)c2cccc([N+](=O)[O-])c2C1=O)Nc1ccccc1F	i
FC(F)(F)c1cc(-c2ccc(Cl)cc2)nc(NCc2ccco2)n1	i
CSC1=C(C#N)C(c2cccs2)CC(=O)N1 (centres undefined)	i
COc1ccccc1C(=O)N/C(=C/c1ccc2c(c1)OCO2)C(=O)Nc1ccc(C(=O)O)cc1	i
CN(C)c1nc(-c2ccccc2O)nc2ccccc12	i
Cc1cc(NCCS(=O)(=O)N(C)C)nc(-c2cccnc2)n1	?
O=C1C2C(c3ccccc3Cl)OC3(C(=O)c4ccccc4C3=O)C2C(=O)N1C1CCCCC1 (centres undefined)	i
Cc1cccc2oc(-c3cccc(N=Cc4cccc([N+](=O)[O-])c4O)c3)nc12	i
Cc1cccc(SC2CCN(C(=O)c3cn(-c4ccccc4)nn3)CC2)c1	?
Cc1cc(N(C)C)nc(N2CCN(S(C)(=O)=O)CC2)n1	i

The last 5 compounds of the section before are carried over, then new ones follow.
Compound	ST2 IL33 inh
Cc1cc(NCCS(=O)(=O)N(C)C)nc(-c2cccnc2)n1	?
O=C1C2C(c3ccccc3Cl)OC3(C(=O)c4ccccc4C3=O)C2C(=O)N1C1CCCCC1 (centres undefined)	i
Cc1cccc2oc(-c3cccc(N=Cc4cccc([N+](=O)[O-])c4O)c3)nc12	i
Cc1cccc(SC2CCN(C(=O)c3cn(-c4ccccc4)nn3)CC2)c1	?
Cc1cc(N(C)C)nc(N2CCN(S(C)(=O)=O)CC2)n1	i
O=C(Cc1ccccn1)N1CCC(c2ccccc2Cl)C1 (centres undefined)	?
CCCCNC(=O)C1CCCN(Cc2nc(-c3ccc(CC)cc3)oc2C)C1 (centres undefined)	?
COc1ccc(C=C2C(=O)OC(C)(C(C)(C)C)OC2=O)cc1Br (centres undefined)	i
O=C(CC1COCCN1)N1CCc2[nH]nc(C3CCC3)c2C1 (centres undefined)	?
CCOc1ccc(NC(=O)c2cnc3n(c2=O)CCS3)cc1	i
O=C1NN(c2ccccc2)C(=O)/C1=C/c1ccc(OCCOCCOc2ccccc2)cc1	i
COc1ccc(-n2c(C)nc3c(cnn3-c3ccc(Cl)cc3)c2=O)cc1Cl	?
CCCc1cc(C(=O)Nc2c(C)nn(Cc3ccc(Cl)c(Cl)c3)c2C)no1	i
Cc1nnc(NC(=O)NCc2cccc(CN3CCCC3)c2)s1	?
COc1cc(C(=O)N2CCN(Cc3ccc(SC)cc3)CC2)cc(OC)c1OC	?
COc1ccccc1N1CCN(c2ncnc3c2cnn3-c2ccc(C)cc2C)CC1	?
Cc1cccc(Cn2c(CN3CCN(Cc4ccccc4)CC3)nc3c2c(=O)[nH]c(=O)n3C)c1	i

Quoted from the entries so far for reference:
Compound	ST2 IL33 inh
COc1cc(C(=O)N2CCN(Cc3ccc(SC)cc3)CC2)cc(OC)c1OC	?
COc1ccccc1N1CCN(c2ncnc3c2cnn3-c2ccc(C)cc2C)CC1	?

(next part)
Compound	ST2 IL33 inh
COCCN[C@H]1[C@@H]2OC[C@@H](O2)[C@@H](NCc2ccc(N(C)C)cc2)[C@@H]1O	i
O=C1CSC(c2ccc(Cl)cc2)N1c1ccccc1Cl (centres undefined)	i
Cc1cc(Cl)nc(Cl)c1C(=O)NC(=O)NCc1ccc(Cl)cc1	?
CN(Cc1n[nH]c2c1CCCCC2)C(=O)CC1(c2ccc(-c3ccccc3)cc2)CC(=O)N(C)C1=O (centres undefined)	?
O=C(/C=C/c1cccs1)N1CCC(C2(Cc3ccc(F)cc3)NC(=O)N(C3CCOC3)C2=O)CC1 (centres undefined)	?
CCC1(C)Cc2c(sc3nc(SCC(=O)OC)n(Cc4ccccc4)c(=O)c23)CO1 (centres undefined)	?
CCCCNC(=O)c1ccc(-c2ccn[nH]2)o1	?
c1ccc(C2COC(c3cccs3)=N2)cc1 (centres undefined)	i
O=c1[nH]c2c(Cl)c(Cl)c(Cl)cc2o1	?
O=C1c2ccccc2NC2(C(=O)Nc3ccc(Br)cc32)N1c1ccccc1 (centres undefined)	i
COc1ccc2cc3cc(C(=O)NCCCN4CCC(C)CC4)oc3nc2c1	i
CCOc1ccc(-n2c(=O)c3sccc3n(CC(=O)NCC3CCCO3)c2=O)cc1 (centres undefined)	?

Following part
Compound	ST2 IL33 inh
COc1ccc(OC)c(-c2cc(C(=O)Nc3c(C)n(C)n(-c4ccccc4)c3=O)no2)c1	i
CCOc1ccc(OCC)c(NC(=O)C2CCN(S(=O)(=O)c3cccnc3)CC2)c1	i
Cc1cccn2c(=O)c3cc(C(=O)NC(C)(C)C)n(C)c3nc12	i
O=C(Nc1ccc2oc(-c3ccc(Cl)cc3)nc2c1)c1ccc(F)cc1	?
O=C(CSc1cn(Cc2ccccc2Cl)c2ccccc12)N1CCOCC1	i
O=C(NC1C2CC3CC(C2)CC1C3)C1CCC(=O)N(Cc2ccccc2F)C1 (centres undefined)	i
O=[N+]([O-])c1c(Cl)cc(Cl)c2nsnc12	?
O=C(CCCCCN1C(=O)c2ccccc2C1=O)Nc1ccccc1Cl	i
CC(C)c1nnsc1CNC(=O)c1ccc(C#CC(C)(C)O)o1	?
CC1(C)Cc2c(c(-c3ccoc3)nc3oc(C(=O)c4ccccc4)c(N)c23)CO1	?
COc1cccc(OC)c1C(=O)Nc1ccccc1I	i
C=CCN1CN=C(NS(=O)(=O)c2ccc(NC(C)=O)cc2)NC1	i

Next records follow:
Compound	ST2 IL33 inh
COc1ccc(-n2c(CN3CCNCC3)nc3cccnc32)cc1	i
COc1ccc(O)c(CN(C)CCN(C)C)c1	?
COCc1cc(CNC(=O)c2c(C)n(C)c3ccc(OC)cc23)[nH]n1	i
C=CCn1c(-c2ccc(OC)cc2)csc1=Nc1c(C)n(C)n(-c2ccccc2)c1=O	?
Cc1ccc(/C=C2/SC(N3CCC(C)CC3)=NC2=O)o1	30.0%*
Cc1nn(CCCC(=O)Nc2cc(C(F)(F)F)ccc2Cl)c(C)c1[N+](=O)[O-]	i
CCn1c(=O)n(-c2ccc(C)c(C)c2)c2nc(-c3ccccc3F)nc(C(N)=O)c21	i
COc1c(O)cc2c(c1O)C(C(C)O)OC2=O (centres undefined)	i
Cc1nc2c(C(=O)NCc3cccs3)cnn2c(C)c1Cc1ccccc1	i
CCC(=O)N1c2ccccc2NC2=C(C(=O)CCC2)C1c1c(Cl)cccc1Cl (centres undefined)	?
Cn1ccnc1C(O)C1CCN(c2nccc(CCC(F)(F)F)n2)CC1 (centres undefined)	i
Cc1ccc(NC(=O)c2c(C)nc3sc(C(=O)N4CCCC4)c(N)c3c2-c2ccco2)c(C)c1	i

The listing continues:
Compound	ST2 IL33 inh
CCc1ccc(NC(=O)CSc2nc(-c3ccc4c(c3)OCO4)nc3cc(=O)[nH]n23)cc1	i
O=C(Cn1nc(-c2ccccc2)ccc1=O)NCCCN1CCN(Cc2ccccc2)CC1	?
O=C(CCn1nnc2ccccc21)N1CCCC(O)(CO)CC1 (centres undefined)	i
O=C(NCCN1CCC(Cc2ccccc2)CC1)c1cc(-c2cccnc2)nc2ccccc12	i
CS(=O)(=O)NCCC1CCCN(Cc2ccc3nonc3c2)C1 (centres undefined)	?
COc1ccc(CN(C)Cc2nc(C(c3ccccc3)c3ccccc3)no2)c2cccnc12	i
COc1ccc(C(O)=C2C(=O)C(=O)N(CC(=O)O)C2c2ccccc2)cc1 (centres undefined)	i
CNC(=O)C1CCC(Cn2c(=O)c3sccc3n(CC(=O)NCCc3ccccc3)c2=O)CC1 (centres undefined)	i
CSc1oc(-c2ccco2)nc1S(=O)(=O)c1ccc(Cl)cc1	?
Cc1ccc(Cn2c(=O)c3c(nc4n3CCN4c3ccccc3)n(C)c2=O)cc1	i
CN(C)c1ccc(/C=C2\N=C(c3ccc(Cl)cc3Cl)OC2=O)cc1	?
COCc1cc(C[C@H]2CNCC[C@H]2CC(=O)N2CCCCC2)no1	i

By substructure: those above containing a cyano group.
Compound	ST2 IL33 inh
CN1C=C(c2ccc3ccccc3n2)C(C#N)c2ccccc21 (centres undefined)	?
Cc1nn(-c2cccc(Cl)c2)c2c1C(c1cccc([N+](=O)[O-])c1)C(C#N)=C(N)O2 (centres undefined)	45.0%*
N#Cc1ccccc1Cn1c(=O)n(CCCC(=O)NCc2ccco2)c(=O)c2sccc21	?
CSC1=C(C#N)C(c2cccs2)CC(=O)N1 (centres undefined)	i

Further results follow:
Compound	ST2 IL33 inh
Cc1ccc(O)c(C2=NNC(O)(C(F)(F)F)C2)c1 (centres undefined)	i
Cn1cc(S(=O)(=O)CC(=O)Nc2nc3ccccc3s2)c2ccccc21	i
CCN(CC)c1ccc(C2CC(c3ccc(Br)cc3)=NN2C(=O)CCC(=O)O)cc1 (centres undefined)	?
COc1ccc(N2CC(NC(=O)c3ccc(S(=O)(=O)N4CCOCC4)cc3)CC2=O)cc1 (centres undefined)	i
CCOC(=O)N1CCN(C(=O)c2ccc(N3CCC(NCCCn4cccn4)CC3)cc2)CC1	i
COc1ccc(OC)c(NC(=O)c2ccc(C)o2)c1	i
O=C(NC1CCCCC1)c1cc(=O)[nH]c2ccc(S(=O)(=O)N3CCCCC3)cc12	i
COc1ccc(C(=O)NCCNc2ccc([N+](=O)[O-])cc2)cc1Cl	i
CCOC(=O)c1c(-c2ccccc2)csc1NC(=O)CCCn1nc([N+](=O)[O-])cc1C	i
CCOC(=O)c1c(-c2ccccc2)csc1NC(=O)c1ccc(Br)o1	i
Cn1ccnc1Sc1ccc([N+](=O)[O-])cc1C(=O)c1ccc(Br)cc1	?
COC(=O)C1C(=O)C2=C(CC1C)NC(C)=C(C(=O)OCc1ccccc1)C2c1cccs1 (centres undefined)	i

(list continues)
Compound	ST2 IL33 inh
FC(F)(F)c1ccc(CN2CC[C@H](c3nnc(Cc4ccccc4)o3)C2)cc1	i
CC(=O)N1c2ccccc2NC2=C(C(=O)CC(c3ccccc3)C2)C1c1ccc2c(c1)OCO2 (centres undefined)	?
CC(C)(C)c1ccc(S(=O)(=O)NCc2nc3cccnc3n2Cc2ccccc2)cc1	i
CCc1ccc(-c2nc(CSCC(=O)N3CCc4ccccc4C3)c(C)o2)cc1	i
C=CCc1ccccc1OC(C)/C(N)=N\O (centres undefined)	i
COc1cc(C(=O)NCCOc2ccc(Cl)cc2)cc(OC)c1OC	i
CCOC(=O)c1oc2ccc(S(=O)(=O)N3CCC(C)CC3)cc2c1C	i
C[C@@H]1C(=O)O[C@H]2C[C@@]34[C@H]5C[C@@H](C(C)(C)C)[C@]36[C@@H](OC(=O)[C@@H]6O)O[C@]4(C(=O)O5)[C@]21O	i
Cc1nc(CCNC(=O)C2CC(C(C)C)=NO2)sc1C (centres undefined)	i
O=C(Nc1c2c(nn1-c1cccc(Cl)c1)CS(=O)C2)c1ccc(F)cc1 (centres undefined)	i
CC(=O)Nc1ccc(N2C(=O)c3c(C)nc4ccccc4c3C2=O)cc1	i
CCCCN(CC)S(=O)(=O)c1cc(Br)cc2c1N(C(=O)C1CC1)CC2	?

The list goes on:
Compound	ST2 IL33 inh
COc1nc(OC)nc(-c2cc(C)ccc2OC)n1	i
CCCOC(=O)C1=C(C)NC2=C(C(=O)CC(C)(C)C2)C1c1ccc2c(c1)OCO2 (centres undefined)	i
COc1cccc(NC(=O)NC[C@H]2O[C@@H](CO)[C@@H](O)[C@H]2N2CCN(c3ccccc3OC)CC2)c1	i
O=C(O)CCC(=O)N1N=C(c2cccs2)CC1c1cn(-c2ccccc2)nc1-c1ccccc1 (centres undefined)	?
O=C(Nc1cccc(-c2nc3ccccc3[nH]2)c1)c1ccccc1	i
